# Screening data from PubChem BioAssay.
# PfM18AAP inh: blocks P. falciparum M18 aspartyl aminopeptidase | recombinant PfM18AAP, H-Glu-NHMec fluorogenic cleavage | inhibition, % at 7.35 µM | 1.2% of 290,000 active;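 active = inhibition above the campaign mean inhibition over all tested compounds plus 3 SD, cut at about 28% in these data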;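 also: 0% = plate median of test compound wells and 100% = 2 mM ZnCl2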
# GalR3 antag: antagonists of human GalR3. O60755. HEK293 GalR3-CNG cAMP membrane potential fluorescence; galR3 body fused to GalR1 C-terminus. inhibition, % at 3 µM. 0.44% of 360,000 active. AID 651719;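 active = inhibition above the screen-wide average plus 3 SD, cut at about 13% in these data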;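 also: forskolin and galanin both at EC90 stimulate the cells; cAMP rise reported by CNG channel membrane potential dye signal; 0% = forskolin plus galanin with DMSO and 100% = forskolin alone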
# Target sequence (O60755 1-299 limits assumed): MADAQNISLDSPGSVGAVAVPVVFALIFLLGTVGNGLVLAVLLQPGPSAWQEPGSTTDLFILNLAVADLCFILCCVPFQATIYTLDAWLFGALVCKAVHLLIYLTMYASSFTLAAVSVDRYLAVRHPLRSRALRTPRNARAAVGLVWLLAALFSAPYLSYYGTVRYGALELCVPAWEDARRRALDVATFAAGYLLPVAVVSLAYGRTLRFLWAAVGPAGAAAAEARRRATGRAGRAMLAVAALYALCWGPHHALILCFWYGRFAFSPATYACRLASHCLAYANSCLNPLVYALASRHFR
# V1aR counter: counter-screen for oxytocin receptor agonists: human V1a receptor agonists | P37288 | CHO-V1R cells, Fluo-8 calcium fluorescence, agonist mode; 0% DMSO, 100% 3 nM vasopressin | activation, % at 3 µM | 0.25% of 320,000 active | AID 2797;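 active = activation above the mean activation of all tested compounds plus 3 SD, per screening run, cut at about 20% in these data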;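 also: signal is peak over basal fluorescence ratio across a 100 second FLIPR read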
# Target sequence (P37288 whole entry, looked up): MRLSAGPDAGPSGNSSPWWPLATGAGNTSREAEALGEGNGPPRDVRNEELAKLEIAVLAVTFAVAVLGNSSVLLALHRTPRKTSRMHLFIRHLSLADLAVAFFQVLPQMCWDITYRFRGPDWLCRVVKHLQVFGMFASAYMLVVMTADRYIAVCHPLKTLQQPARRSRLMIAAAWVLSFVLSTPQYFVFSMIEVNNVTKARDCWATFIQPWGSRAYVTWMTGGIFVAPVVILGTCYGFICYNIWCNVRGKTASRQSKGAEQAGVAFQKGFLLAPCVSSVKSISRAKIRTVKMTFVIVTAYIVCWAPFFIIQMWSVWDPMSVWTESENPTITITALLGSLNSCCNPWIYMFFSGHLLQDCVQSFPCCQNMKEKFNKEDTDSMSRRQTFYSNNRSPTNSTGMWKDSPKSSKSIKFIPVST
# OXTR ag: agonists of human oxytocin receptor | activation, % at 3 µM | P30559 | 0.32% of 320,000 active | CHO-OTR cells, Fluo-8 calcium fluorescence; normalized: DMSO 0%, oxytocin 100%;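 active = activation above the mean of all tested compounds plus 3 SD, cutoff set per screening run, cut at about 20% in these data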;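 also: peak over basal fluorescence ratio from a 100 s FLIPR kinetic read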
# MEKK2mut PB1 HTS: signal of MEK5 binding to mutant human MEKK2 PB1 domain. bead flow cytometry, Alexa488-MEK5 binding to MEKK2 mutant. percent response, % at 10 µM. 0.35% of 290,000 active; in the data active = percent response above about 24%, passing the limit was not always enough; also: inactives centre near 1; some results filed as inactive read as strong as hits; reference of the scale not given here
# MEKK2 WT-MEK5: raises or lowers MEK5 binding to wildtype human MEKK2 PB1 domain | Q9Y2U5 | bead flow cytometry, Alexa488-MEK5 binding to MEKK2 WT; actives lie on both sides | binding response (% of control), % at 10 µM | 1.1% of 290,000 active; in the data active = binding response below about 67% or above about 130%; inconclusive = no clear call, values can overlap the other calls; inactive = in between
# GPR7 antag: antagonists of human GPR7 (neuropeptides B/W receptor 1). GPR7-expressing cells, fluorescence antagonist assay. AID 1861. 1.1% of 290,000 active. inhibition, % at 4.4 µM. P48145; in the data active = inhibition above about 16%, passing the limit was not always enough;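 also: cells stimulated with the agonist NPW; 0% = agonist with vehicle and 100% = vehicle without agonist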
# Target sequence (P48145 whole entry, looked up): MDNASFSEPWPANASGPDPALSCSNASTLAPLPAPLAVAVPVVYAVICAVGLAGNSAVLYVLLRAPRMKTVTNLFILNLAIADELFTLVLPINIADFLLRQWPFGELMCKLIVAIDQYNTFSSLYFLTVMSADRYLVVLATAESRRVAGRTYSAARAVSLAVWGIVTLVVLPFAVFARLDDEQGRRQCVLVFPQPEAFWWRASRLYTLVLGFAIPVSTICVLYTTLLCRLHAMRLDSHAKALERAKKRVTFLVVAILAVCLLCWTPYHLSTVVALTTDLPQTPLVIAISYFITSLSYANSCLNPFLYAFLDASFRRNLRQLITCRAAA
# OXTR potentiator: human OXTR potentiation; P30559; CHO-OTR cells, Fluo-8 calcium fluorescence, potentiator mode; 0% = oxytocin EC15, 100% = EC100; 0.061% of 320,000 active; activation, % at 3 µM;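 active = activation above that plate's cutoff, the mean activation of tested compounds plus 3 SD, cut at about 6.6% in these data, passing the limit was not always enough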;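 also: 100% uses oxytocin at 75 nM as the full agonist control; some results filed as inactive read as strong as hits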
#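 Assay system: CHO-OTR cells, human receptor / Also added: oxytocin at about EC15, sub-maximal agonist stimulus / Dosing: single dose, 3.0 µM nominal final compound concentration / Incubation: 6 min pre-incubation, 100 s read / Technique: Fluo-8 calcium dye fluorescence / Read-out: % activation vs EC15 and EC100 oxytocin / Benchmarks: EC15 oxytocin low, 75 nM oxytocin high / Replicates: singlicate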
# NALP1 yeast inh: inhibitors of NALP1 inflammasome in yeast; S. cerevisiae NALP1/ASC/caspase-1 growth, X-gal OD620, 72 h; inhibition, % at 10 µM; 0.61% of 280,000 active; AID 2071; in the data active = inhibition mostly above about 24%, no sharp cut-off; inactive = mostly below about 32%; also: some compounds called inactive have numbers as strong as hits
# An asterisk follows results filed as active; ? = inconclusive; . = not tested or not shown.
# Every second line gives: PfM18AAP inh	GalR3 antag	V1aR counter	OXTR ag	MEKK2mut PB1 HTS	MEKK2 WT-MEK5	GPR7 antag	OXTR potentiator	NALP1 yeast inh
- O=C(COc1cccc(Cl)c1)NNC(=S)Nc1ccccc1
  16	1	-0.8	-0.1	5	105	-3	-4	-12
- COc1cc(CCCN2C(N)=NC[C@@H]2c2ccccc2)cc(OC)c1OC
  .	.	0.5	0.3	7	113	.	-8	.
- CC(C)N(C(=O)CSc1nn2c(=O)c(C(C)(C)C)nnc2s1)c1ccccc1
  -1	1	-0.3	-2.2	-7	96	-7	-8	17
- Cc1ccc(C(=O)C(C)N(C(=O)c2ccc(Cl)cc2Cl)N2C(=O)CCCC2=O)cc1 (configuration not stated)
  -13	4	0.1	0.8	-22	?	2	2	9
- COc1ccc(CCNC(=O)COC(=O)c2cccn2C)cc1
  .	-5	0.6	0.3	.	.	.	-4	.
- C/C(=N\N(c1ccccc1)c1ccccc1)c1ccco1
  7	1	-1.9	-2.0	-6	98	-16	3	11
- Cc1nc2nc(-c3ccc(Cl)cc3)nn2c(C)c1Cl
  5	.	0.3	-0.2	.	.	-11	2	15
- CC1CN(C(=O)c2cccs2)CCN1C(=O)c1cccs1 (configuration not stated)
  -5	-2	0.3	0.8	10	109	4	-12	10
- S=C1NC2CCCCC2N1 (configuration not stated)
  -7	-3	-0.1	1.4	-6	96	7	-1	17
- CCN(CC(=O)Nc1ccccc1OC)CC(=O)Nc1sccc1C#N
  3	-5	-0.8	-0.8	4	99	-10	-19	4
- CCN(CC)C(=O)c1ccc(CS(=O)(=O)Cc2ccccc2)cc1
  1	-3	.	.	2	104	-15	.	5
- CCOC(=O)c1c(S(=O)(=O)NCC(=O)N2CCN(c3ccccc3OC)CC2)c(C)n(C)c1C
  4	2	0.9	0.0	1	100	-9	-1	-6
- COc1ccc(S(=O)(=O)N2CCN(CC(=O)Nc3ccc(F)c(F)c3)CC2)cc1
  -1	4	5.4	6.3	2	101	30*	-6	27
- Cc1onc(-c2c(Cl)cccc2Cl)c1C(=O)O/N=C(\C#N)c1ccccc1
  -4	2	0.6	-0.5	-8	91	6	-8	16
- O=C(Nc1nnc(S(=O)(=O)N2CCOCC2)s1)c1ccccc1Cl
  -2	.	2.1	1.6	3	101	-1	-2	-1
- O=C(CSc1nc2ccccc2o1)N1CCN(C(=O)c2ccco2)CC1
  -1	-7	1.9	-0.2	4	103	-10	-9	28
- O=C(NCCc1ccccc1)C(=O)c1c(-c2ccccc2)[nH]c2ccccc12
  3	.	0.1	-0.3	10	97	-5	-3	28
- O=C1c2cccc3cccc(c23)C(=O)N1c1nccs1
  0	-7	0.5	1.2	5	110	-3	-2	11
- Cc1c(C)n(Cc2ccccc2)c2ncnc(NCCN(C)C)c12
  -4	-11	0.9	2.4	9	109	-8	0	1
- CCc1cc(=O)[nH]c(SCC(=O)N2CCCC2)n1
  .	-4	6.0	0.7	.	.	.	4	.
- CN1CCN(NC(=O)c2ccc(Br)c(S(=O)(=O)N3CCOCC3)c2)CC1
  0	0	-0.1	0.4	-3	94	9	-3	26
- Cc1cccc(NCC(=O)N/N=C\c2cccc(Oc3ccccc3)c2)c1
  -1	-1	1.3	-0.5	-1	102	-9	-1	20
- CN(C(=O)CSc1nc2c(c(=O)[nH]1)CCCC2)C1CCCCC1
  3	-8	-0.6	-1.5	8	107	-13	2	12
- COC(=O)CCC(=O)OC1(C)C(=O)C=C2C=C(C3CC3)N(CCCCO)C=C2C1=O (configuration not stated)
  .	0	0.8	-1.0	2	141*	.	12	.
- CN=C(C)c1c(O)c2ccccc2oc1=O
  -7	3	-0.1	-1.5	1	100	5	3	-2
- CCN1N=C(C)C=C(c2ccccc2)n2c1nc1ccccc12
  0	-5	-0.8	-0.6	0	97	-17	2	2
- Cc1ccc(NC(=S)NNc2ncc(C(F)(F)F)cc2Cl)c(C)c1
  28*	-6	4.2	9.2	2	108	7	-16	-10
- Cc1cnc(NC(=O)c2ccc(Cl)nc2)s1
  -4	-6	0.6	-0.8	7	106	-3	-10	-8
- Cn1c(=O)oc2cc(S(=O)(=O)NCc3cccnc3)ccc21
  -13	-3	3.1	1.7	-4	88	2	-1	.
- COc1ccc(/C=N/n2cnnc2)cc1COc1ccccn1
  0	-6	0.2	0.5	-1	96	-13	6	34
- CCOc1ccc(C(=O)CSCCC(=O)O)cc1
  3	-1	1.1	0.0	-4	97	-7	-4	22
- COc1ccc(-c2ccc(SCC(=O)NCc3ccco3)nn2)cc1OC
  2	-2	-1.2	-1.0	7	104	-2	-7	-12
- CCOC(=O)N1CCN(C(=O)CN(C)S(=O)(=O)c2ccc3c(c2)C(C)(C)C(=O)N3C)CC1
  -7	2	1.3	0.5	.	.	-2	-8	19
- Cc1c(-c2n[nH]c(=S)n2-c2ccc(Br)cc2)nnn1-c1ccc(Cl)cc1
  2	-2	.	.	-7	92	-4	.	12
- Cn1c(=O)c2c(ncn2CCc2ccccc2)n(C)c1=O
  -11	-3	0.9	0.1	-2	101	6	-1	3
- C[C@H](NC(=O)c1ccco1)C(=O)NC1CCCCCC1
  .	-7	0.5	0.7	.	.	.	-1	.
- CCOC(=O)C1(C)NC(c2ccc(O)cc2)C2C(=O)N(c3ccccc3)C(=O)C21 (configuration not stated)
  -5	-10	-0.8	-0.5	-1	103	-7	-14	2
- CCN(CC)CCN1C(=O)c2ccccc2NC1c1ccc(Br)cc1 (configuration not stated)
  -3	-1	3.7	4.4	-1	101	-2	-12	4
- CN(CC(=O)Nc1cccc(F)c1)C(=O)CCc1nc2ccccc2c(=O)[nH]1
  .	1	0.7	1.8	.	.	.	1	.
- CCCCNC(=O)Cn1c2c(c(-c3ccccc3Cl)cc1=O)CCC2
  -3	.	-0.5	-1.8	13	105	0	-3	31
- CS(=O)(=O)N(CC(=O)Nc1cccc(Cl)c1Cl)c1ccccc1
  -7	2	1.8	2.2	-4	96	-1	-2	23
- CC1CCCC(NC(=O)COC(=O)c2cc(S(=O)(=O)N3CCOCC3)ccc2F)C1C (configuration not stated)
  .	-4	6.2	7.5	.	.	.	-14	.
- O=C1C2ON(c3ccccc3)C(c3ccncc3)C2C(=O)N1c1ccc(N2CCOCC2)cc1 (configuration not stated)
  -3	3	2.4	3.0	8	106	-6	-8	-15
- Cc1cccc(OCC(=O)NCCCNC(=O)c2ccccn2)c1
  -2	-8	3.0	4.0	0	98	8	-7	-4
- Cc1cccc(C)c1N1CCN(C(=O)Nc2ccc3c(c2)OCCO3)CC1
  6	-6	4.2	7.0	-4	94	-11	-10	-3
- Cc1ccc(S(=O)(=O)NC(CC(=O)O)c2cccs2)cc1 (configuration not stated)
  -1	0	-0.6	-0.5	4	104	-19	-5	8
- CN(Cc1ncc[nH]1)C(=O)c1cc(COc2c(F)cccc2F)on1
  1	-3	0.1	-0.4	2	110	-16	-7	4
- CC(C)(C)NC(=O)/C(=C/c1ccccc1F)NC(=O)c1ccc([N+](=O)[O-])cc1
  5	-4	-0.5	-1.2	0	99	-4	-5	-3
- CN=C1SC(CC(=O)Nc2ccc(C(C)=O)cc2)C(=O)N1C (configuration not stated)
  1	-2	0.8	-0.1	4	112	-6	-12	.
- O=C(CCC1CCCN(C(=O)Cn2cnnn2)C1)NCc1ccccc1F (configuration not stated)
  -10	1	0.1	1.1	-8	94	2	-5	5
- CCOCC(O)CNc1ccccc1 (configuration not stated)
  2	-3	0.0	4.1	1	100	-10	-5	-2
- COc1ccc(N2CC(C(=O)Nc3ccc(S(=O)(=O)Nc4nccs4)cc3)CC2=O)cc1 (configuration not stated)
  0	-3	0.7	0.5	-1	92	-2	-6	20
- O=c1nc(-c2ccccc2)n(-c2ccccc2)c2ncccc12
  -12	-2	-0.4	0.3	2	100	1	-7	16
- CCCCCCCNC(=O)C1(CC2CC(c3ccc(Cl)cc3)=NO2)CCN(C(=O)Cc2ccc(F)cc2)CC1 (configuration not stated)
  7	-1	0.6	-1.2	2	98	-14	-8	10
- CCN(CC(=O)Nc1c(F)cccc1F)C(=O)/C=C/c1cn(Cc2ccccc2)nc1-c1cccnc1
  -1	2	1.2	0.4	4	101	-11	-7	7
- Cc1cc(NC(=O)C2CC(=O)OC2c2ccccc2)no1 (configuration not stated)
  2	-1	0.0	0.6	-3	95	-12	2	22
- Cc1cc(NC(=O)CSc2nnc3c(C)cc4ccccc4n23)no1
  -10	-3	0.3	0.6	-8	90	-8	-4	-17
- Cc1ccc(C)c(NC(=O)C(Sc2nncn2C)c2ccccc2)c1 (configuration not stated)
  -1	-2	-0.9	-0.3	6	100	-6	-1	-3
- CCc1ccc(CN2CCC(CO)(CC3CCCCO3)CC2)o1 (configuration not stated)
  0	5	0.1	0.1	-1	94	-8	-9	-2
- CCOC(=O)c1ccc(NC(=O)COC)cc1
  -1	-5	1.8	0.1	1	103	-10	-7	-6
- COc1ccc(-c2nc(C#N)c(NCC3CCCO3)o2)cc1OC (configuration not stated)
  3	-2	-1.1	-0.5	-6	90	-3	-2	-6

# Profiles from above:
# CCOC(=O)C1(C)NC(c2ccc(O)cc2)C2C(=O)N(c3ccccc3)C(=O)C21 (configuration not stated) as listed: PfM18AAP inh = -5; GalR3 antag = -10; V1aR counter = -0.8; OXTR ag = -0.5; MEKK2mut PB1 HTS = -1; MEKK2 WT-MEK5 = 103; GPR7 antag = -7; OXTR potentiator = -14; NALP1 yeast inh = 2
# O=C(NCCc1ccccc1)C(=O)c1c(-c2ccccc2)[nH]c2ccccc12 as listed: PfM18AAP inh = 3; GalR3 antag = .; V1aR counter = 0.1; OXTR ag = -0.3; MEKK2mut PB1 HTS = 10; MEKK2 WT-MEK5 = 97; GPR7 antag = -5; OXTR potentiator = -3; NALP1 yeast inh = 28

# In the list so far, 9 have fluorine.
# Every second line gives: PfM18AAP inh	GalR3 antag	V1aR counter	OXTR ag	MEKK2mut PB1 HTS	MEKK2 WT-MEK5	GPR7 antag	OXTR potentiator	NALP1 yeast inh
- COc1ccc(S(=O)(=O)N2CCN(CC(=O)Nc3ccc(F)c(F)c3)CC2)cc1
  -1	4	5.4	6.3	2	101	30*	-6	27
- Cc1ccc(NC(=S)NNc2ncc(C(F)(F)F)cc2Cl)c(C)c1
  28*	-6	4.2	9.2	2	108	7	-16	-10
- CN(CC(=O)Nc1cccc(F)c1)C(=O)CCc1nc2ccccc2c(=O)[nH]1
  .	1	0.7	1.8	.	.	.	1	.
- CC1CCCC(NC(=O)COC(=O)c2cc(S(=O)(=O)N3CCOCC3)ccc2F)C1C (configuration not stated)
  .	-4	6.2	7.5	.	.	.	-14	.
- CN(Cc1ncc[nH]1)C(=O)c1cc(COc2c(F)cccc2F)on1
  1	-3	0.1	-0.4	2	110	-16	-7	4
- CC(C)(C)NC(=O)/C(=C/c1ccccc1F)NC(=O)c1ccc([N+](=O)[O-])cc1
  5	-4	-0.5	-1.2	0	99	-4	-5	-3
- O=C(CCC1CCCN(C(=O)Cn2cnnn2)C1)NCc1ccccc1F (configuration not stated)
  -10	1	0.1	1.1	-8	94	2	-5	5
- CCCCCCCNC(=O)C1(CC2CC(c3ccc(Cl)cc3)=NO2)CCN(C(=O)Cc2ccc(F)cc2)CC1 (configuration not stated)
  7	-1	0.6	-1.2	2	98	-14	-8	10
- CCN(CC(=O)Nc1c(F)cccc1F)C(=O)/C=C/c1cn(Cc2ccccc2)nc1-c1cccnc1
  -1	2	1.2	0.4	4	101	-11	-7	7

# Rows are unselected. About 4.1% of those tested had a hit in this group.
